Yfh1-depleted yeast: mitochondrial function rescue without frataxin homolog – Friedreich's ataxia, plus single-dose screen, dose response (AID 1465); S. cerevisiae Yfh1-off respiration, WST-1 reduction, 72 h; higher fold induction means a stronger effect; fold induction at 50 µM, or EC50 in µM where a hit was titrated; 0.074% of 220,000 active;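 active = fold induction of absorbance versus untreated yeast above a set limit, then at least 30% activation at any dose in follow-up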;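 also: activators that raise dye reduction in frataxin-depleted yeast; strong numbers were not always called active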
HIV peptide binding: cell-free HIV fusion peptide-binding blockers – biochemical, uHTS, fluorescence dequenching, primary screen (AID 1986) | 0.3% of 290,000 active | cell-free peptide binding, fluorescence dequenching, 30 min; higher % means a stronger effect | inhibition, % at 20 µM; hits with a dose series show IC50 in µM; in the data active = inhibition mostly above about 52%, no sharp cut-off; inactive = mostly below about 76%; also: some results filed as inactive read as strong as hits
HEK293 NOD2/NF-kB: inhibition of NOD2-driven NF-kB reporter – cell-based, luminescence, uHTS, HEK293 (AID 1566); one-dose inhibition, % at 4 µM; EC50 in µM for titrated hits; 0.63% of 290,000 active; HEK293 NOD2/NF-kB luciferase reporter, luminescence; higher % means a stronger effect; also: many of its hits are not listed in these tables
KOR beta-arrestin-1: KOR antagonists, beta-arrestin recruitment, cell-based, luminescence, uHTS (AID 1778). KOR beta-arrestin recruitment, luminescence, antagonist mode; higher % means a stronger effect. inhibition, % at 10 µM; hits with a dose series show IC50 in µM. 0.091% of 290,000 active; also: strong numbers were not always called active
KOR beta-arrestin-2: KOR agonists, beta-arrestin recruitment, primary screen, cell-based, luminescence, uHTS (AID 1777); activation, % at 10 µM, or EC50 in µM where a hit was titrated; KOR beta-arrestin recruitment, luminescence; higher % means a stronger effect; 0.02% of 280,000 active; in the data active = activation above about 50%, passing the limit was not always enough; also: a part of the inactive calls stands beside numbers as strong as those of hits
West Nile antiviral: inhibition of WNV-induced cytopathic effect – cell-based, CPE readout (AID 1621). West Nile virus-infected cells, CPE inhibition; higher % means a stronger effect. CPE inhibition, % at 10 µM; hits with a dose series show IC50 in µM. 0.02% of 290,000 active; in the data active = a potency from the dose series; also: strong numbers were not always called active
AID2073: disruptors of CaV2.2 binding to Mint1 – biochemical, HTRF (AID 2073) | 0.19% of 290,000 active | HTRF protein-protein interaction, Mint1-CaV2.2; higher % means a stronger effect | inhibition, % at 20 µM; hits with a dose series show IC50 in µM; in the data active = inhibition mostly above about 51%, no sharp cut-off; also: some results filed as inactive read as strong as hits
Dengue-2 NS5 capping: Dengue-2 NS5 methyltransferase inhibitors, primary screen, biochemical, confirmation dose response (AID 588689). Dengue-2 NS5 methyltransferase capping enzyme assay, biochemical; higher % means a stronger effect. one-dose inhibition, % at 25 µM; IC50 in µM for titrated hits. 0.3% of 340,000 active; in the data active = a potency from the dose series
NOD1 NF-kB reporter: inhibition of NOD1-driven NF-kB reporter – cell-based, luminescence, uHTS, primary screen (AID 1578) | 1% of 290,000 active | NOD1-driven NF-kB luciferase reporter cells, luminescence; higher % means a stronger effect | inhibition, % at 4 µM, or EC50 in µM where a hit was titrated; in the data active = inhibition mostly above about 36%, no sharp cut-off; inactive = mostly below about 34%;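 also: HEK-293T reporter cells stimulated with the NOD1 agonist gamma-tri-DAP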
Dengue-2 NS5 capping pilot replicate: also measured in Dengue-2 NS5 capping; calls as there; inhibition, %; measured here: pilot screen replicate inhibition
Numbers without * were called inactive; [ ] = another dose, or the depositor's remark. Rule as the data show it, unless noted: active = inhibition above about 50%; inactive = the rest.

Results for c1ccc2c(CNCCN3CCOCC3)cccc2c1 ?
Yfh1-depleted yeast: inactive; HIV peptide binding: 1.0%; HEK293 NOD2/NF-kB: -10%; KOR beta-arrestin-1: 2%; KOR beta-arrestin-2: 1.4%; West Nile antiviral: -0.3%; AID2073: 1%; Dengue-2 NS5 capping: -7%; NOD1 NF-kB reporter: -18%

Results for O=C(NCc1ccccn1)c1n[nH]c(=O)c2ccccc12 ?
Yfh1-depleted yeast: inactive; HIV peptide binding: -1.6%; HEK293 NOD2/NF-kB: -33%; KOR beta-arrestin-2: 0.5%; West Nile antiviral: 0.5%; AID2073: 4%; Dengue-2 NS5 capping: -15%; NOD1 NF-kB reporter: 2%

Results for CN(CCNC(=O)C1CCC(=O)N(Cc2cccc(F)c2)C1)CCc1ccccc1 (configuration not stated) ?
HIV peptide binding: 1.6%; HEK293 NOD2/NF-kB: -5%; KOR beta-arrestin-1: -1%; KOR beta-arrestin-2: -1.1%; West Nile antiviral: -0.7%; AID2073: -3%; Dengue-2 NS5 capping: -2%; NOD1 NF-kB reporter: -20%

What do the screens show for `CCOC(=O)c1cc(-c2ccccc2)sc1NC(=O)C(C)C`?
Yfh1-depleted yeast: inactive; HIV peptide binding: 0.1%; HEK293 NOD2/NF-kB: 3%; KOR beta-arrestin-1: -17%; KOR beta-arrestin-2: -0.5%; West Nile antiviral: -0.3%; AID2073: 8%; Dengue-2 NS5 capping: -2%; NOD1 NF-kB reporter: 1%

What do the screens show for `Cc1csc2nc(SCC(=O)N3CCN(c4ccccc4)CC3)[nH]c(=O)c12`?
HIV peptide binding: 2.9%; HEK293 NOD2/NF-kB: 10%; KOR beta-arrestin-1: -12%; KOR beta-arrestin-2: -0.7%; West Nile antiviral: -0.4%; AID2073: 4%; Dengue-2 NS5 capping: 4%; NOD1 NF-kB reporter: -22%

How did Cc1cccc(CN2CCN(Cc3cccc(-n4cccn4)c3)CC2CCO)n1 (configuration not stated) do in these assays?
Yfh1-depleted yeast: inactive; HIV peptide binding: -0.9%; HEK293 NOD2/NF-kB: 4%; KOR beta-arrestin-1: -6%[20 µM]; West Nile antiviral: 1.2%; AID2073: -2%; NOD1 NF-kB reporter: -38%

Results for CSc1nc(N2CCOCC2)cc(N2CCOCC2)n1 ?
Yfh1-depleted yeast: inactive; HIV peptide binding: -1.5%; HEK293 NOD2/NF-kB: 10%; KOR beta-arrestin-1: 1%; KOR beta-arrestin-2: 0.2%; West Nile antiviral: -0.4%; AID2073: -2%; NOD1 NF-kB reporter: -42%

Results for COc1ccc(S(=O)(=O)Nc2ccccc2C(=O)N2CCOCC2)cc1Cl ?
HIV peptide binding: 0.6%; HEK293 NOD2/NF-kB: 8%; KOR beta-arrestin-1: 12%; KOR beta-arrestin-2: 0.7%; West Nile antiviral: -0.9%; AID2073: 5%; Dengue-2 NS5 capping: -2%; NOD1 NF-kB reporter: 2%

How did O=C(CCS(=O)(=O)c1ccc(Br)cc1)Nc1ccc(Br)cc1F do in these assays?
Yfh1-depleted yeast: inactive; HIV peptide binding: 1.5%; HEK293 NOD2/NF-kB: -2%; KOR beta-arrestin-1: 8%; KOR beta-arrestin-2: 11%; West Nile antiviral: -1.1%; AID2073: 6%; Dengue-2 NS5 capping: -13%; NOD1 NF-kB reporter: -23%

How did COc1ccc(NC(=O)COC(=O)c2cccc(S(=O)(=O)N(C)C)c2)cc1 do in these assays?
Yfh1-depleted yeast: inactive; HIV peptide binding: -0.1%; HEK293 NOD2/NF-kB: 14%; KOR beta-arrestin-1: -14%; KOR beta-arrestin-2: -2.4%; West Nile antiviral: 0.2%; AID2073: -4%; Dengue-2 NS5 capping: -12%; NOD1 NF-kB reporter: -44%

Results for CCN(CCn1cccn1)C(=O)c1ccc2nc(Cc3ccc(OC)cc3)oc2c1 ?
HIV peptide binding: -1.0%; HEK293 NOD2/NF-kB: -5%; KOR beta-arrestin-1: -21%; KOR beta-arrestin-2: 5.3%; West Nile antiviral: -0.5%; AID2073: -12%; Dengue-2 NS5 capping: -3%; NOD1 NF-kB reporter: 8%

Results for Cc1ccccc1C(=O)Nc1ccc2c(C#N)c3nc4ccccc4nc3n2c1 ?
Yfh1-depleted yeast: inactive; HIV peptide binding: 93%*; HEK293 NOD2/NF-kB: 11%; KOR beta-arrestin-1: -24%; KOR beta-arrestin-2: 9.3%; West Nile antiviral: -0.4%; AID2073: 12%; Dengue-2 NS5 capping: 21%; NOD1 NF-kB reporter: -4%

How did Cc1ccc(S(=O)(=O)Nc2nnc(C(C)(C)C)s2)cc1 do in these assays?
HIV peptide binding: 1.6%; HEK293 NOD2/NF-kB: 21%; KOR beta-arrestin-1: -5%[20 µM]; KOR beta-arrestin-2: 2.8%; West Nile antiviral: 0.7%; AID2073: -11%; Dengue-2 NS5 capping: -5%; NOD1 NF-kB reporter: -19%; Dengue-2 NS5 capping pilot replicate: -0.3

How did O=[N+]([O-])c1cccc(S(=O)(=O)NCCCn2ccnc2)c1 do in these assays?
HIV peptide binding: 0.6%; HEK293 NOD2/NF-kB: 9%; KOR beta-arrestin-1: -3%[20 µM]; KOR beta-arrestin-2: -4.1%; West Nile antiviral: -0.5%; AID2073: 14%; Dengue-2 NS5 capping: -5%; NOD1 NF-kB reporter: -32%

Results for CCC1CN(C(=O)Nc2ccc(C)cc2)c2cc(C)ccc2O1 (configuration not stated) ?
Yfh1-depleted yeast: inactive; HIV peptide binding: -1.0%; HEK293 NOD2/NF-kB: -12%; KOR beta-arrestin-1: -7%[20 µM]; West Nile antiviral: -0.8%; AID2073: -6%; Dengue-2 NS5 capping: -8%; NOD1 NF-kB reporter: -34%

What do the screens show for `COc1cccc(NC(=O)c2ccc3c(c2)CCCC3)c1`?
HIV peptide binding: -1.6%; HEK293 NOD2/NF-kB: -149%; KOR beta-arrestin-1: -12%; KOR beta-arrestin-2: 1.9%; West Nile antiviral: -0.1%; AID2073: 27%; Dengue-2 NS5 capping: -5%; NOD1 NF-kB reporter: 2%

How did CCOC(=O)C1=C(COC(=O)CNC(=O)c2ccc(C)cc2)NC(=O)NC1C (configuration not stated) do in these assays?
HIV peptide binding: 1.5%; HEK293 NOD2/NF-kB: -8%; KOR beta-arrestin-1: -16%; KOR beta-arrestin-2: 0.8%; West Nile antiviral: 0.6%; AID2073: 4%; Dengue-2 NS5 capping: 1%; NOD1 NF-kB reporter: -30%

What do the screens show for `COc1ccc(-c2noc(N3CCC(C(=O)Nc4cc(OC)ccc4OC)CC3)n2)cc1`?
HIV peptide binding: -0.9%; HEK293 NOD2/NF-kB: 45%; KOR beta-arrestin-1: -21%[20 µM]; KOR beta-arrestin-2: -4.8%; West Nile antiviral: -0.3%; AID2073: 7%; Dengue-2 NS5 capping: -3%; NOD1 NF-kB reporter: -17%

What do the screens show for `CC(C)CN(CC(C)C)S(=O)(=O)N1CCC(C(=O)NCc2cccs2)CC1`?
Yfh1-depleted yeast: inactive; HIV peptide binding: -1.3%; HEK293 NOD2/NF-kB: 9%; KOR beta-arrestin-1: -9%; KOR beta-arrestin-2: -0.1%; West Nile antiviral: -1.0%; AID2073: 1%; Dengue-2 NS5 capping: -6%; NOD1 NF-kB reporter: -23%

Results for CC(C)NC(=O)c1onc(CSc2cccc3ccccc23)c1C(=O)O ?
Yfh1-depleted yeast: inactive; HIV peptide binding: 15%; HEK293 NOD2/NF-kB: -45%; KOR beta-arrestin-1: 14%; KOR beta-arrestin-2: -1.9%; West Nile antiviral: -0.1%; AID2073: -8%; Dengue-2 NS5 capping: -2%; NOD1 NF-kB reporter: 20%

Results for Cc1cc(NC(=O)CCC(=O)N(CC(=O)NCC2CCCO2)c2ccc(C(C)C)cc2)no1 (configuration not stated) ?
HIV peptide binding: -1.3%; HEK293 NOD2/NF-kB: -4%; KOR beta-arrestin-1: 4%; KOR beta-arrestin-2: -1.2%; West Nile antiviral: -0.2%; AID2073: -4%; Dengue-2 NS5 capping: -7%; NOD1 NF-kB reporter: 0%

Results for O/N=C/c1cc(Br)cc(Br)c1OCc1ccccc1 ?
Yfh1-depleted yeast: inactive; HIV peptide binding: -0.4%; HEK293 NOD2/NF-kB: 3%; KOR beta-arrestin-1: 12%; KOR beta-arrestin-2: -3.7%; West Nile antiviral: 0.0%; AID2073: 21%; Dengue-2 NS5 capping: 0%; NOD1 NF-kB reporter: -9%

Results for c1ccc(-c2csc(N3CCN(c4ccccn4)CC3)n2)cc1 ?
Yfh1-depleted yeast: inactive; HIV peptide binding: -2.7%; HEK293 NOD2/NF-kB: -33%; KOR beta-arrestin-1: 16%; KOR beta-arrestin-2: 4.2%; West Nile antiviral: -1.0%; AID2073: -19%; Dengue-2 NS5 capping: -3%; NOD1 NF-kB reporter: -32%

How did C/C(=N\NC(=O)c1ccc(Br)cc1)c1ccccc1 do in these assays?
Yfh1-depleted yeast: inactive; HIV peptide binding: 0.3%; HEK293 NOD2/NF-kB: -192%; KOR beta-arrestin-1: -3%; KOR beta-arrestin-2: 2.1%; West Nile antiviral: 0.1%; AID2073: 1%; Dengue-2 NS5 capping: -2%; NOD1 NF-kB reporter: -29%

Molecules above with an NH in an aromatic ring:
Results for O=C(NCc1ccccn1)c1n[nH]c(=O)c2ccccc12 ?
Yfh1-depleted yeast: inactive; HIV peptide binding: -1.6%; HEK293 NOD2/NF-kB: -33%; KOR beta-arrestin-2: 0.5%; West Nile antiviral: 0.5%; AID2073: 4%; Dengue-2 NS5 capping: -15%; NOD1 NF-kB reporter: 2%

What do the screens show for `Cc1csc2nc(SCC(=O)N3CCN(c4ccccc4)CC3)[nH]c(=O)c12`?
HIV peptide binding: 2.9%; HEK293 NOD2/NF-kB: 10%; KOR beta-arrestin-1: -12%; KOR beta-arrestin-2: -0.7%; West Nile antiviral: -0.4%; AID2073: 4%; Dengue-2 NS5 capping: 4%; NOD1 NF-kB reporter: -22%

Additional entries:
Results for O=C(c1cc2cc(Cl)ccc2[nH]1)N1CCN(C(=O)c2ccco2)CC1 ?
HIV peptide binding: 10%; HEK293 NOD2/NF-kB: 10%; KOR beta-arrestin-1: -7%; KOR beta-arrestin-2: -1.7%; West Nile antiviral: -0.5%; AID2073: -23%; Dengue-2 NS5 capping: -16%; NOD1 NF-kB reporter: -15%

How did Cn1c(=O)n(C)c2cc(/C=N/NC(=O)c3ccc(Cl)cc3)ccc21 do in these assays?
Yfh1-depleted yeast: inactive; HIV peptide binding: -0.2%; HEK293 NOD2/NF-kB: 2%; KOR beta-arrestin-1: 14%; KOR beta-arrestin-2: 0.2%; West Nile antiviral: 0.0%; AID2073: 14%; Dengue-2 NS5 capping: -4%; NOD1 NF-kB reporter: -11%

What do the screens show for `O=C(CCNS(=O)(=O)c1ccccc1)N1CCCCCC1`?
HIV peptide binding: 2.7%; HEK293 NOD2/NF-kB: -4%; KOR beta-arrestin-1: 22%; KOR beta-arrestin-2: 4.0%; West Nile antiviral: -0.1%; AID2073: -5%; Dengue-2 NS5 capping: -5%; NOD1 NF-kB reporter: -11%

How did O=C1CCCN1CCCNc1ncnc2sccc12 do in these assays?
Yfh1-depleted yeast: inactive; HIV peptide binding: -0.7%; HEK293 NOD2/NF-kB: 8%; KOR beta-arrestin-1: 18%; KOR beta-arrestin-2: -5.7%; West Nile antiviral: -0.5%; AID2073: 1%; Dengue-2 NS5 capping: -9%; NOD1 NF-kB reporter: -25%

Bioassay records as filed in PubChem.

The list is partial; count on the stated rates, not on these rows.
